High-throughput results from PubChem BioAssay.
MITF inh – blocks human microphthalmia-associated transcription factor. 650,000 compounds, 0.91% hits. inhibition, % at 2.6 µM. AID 1259374. AlphaScreen MITF homodimerization, bead proximity signal. O75030; in the data active = inhibition above about 50%;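 also: 0% = vehicle wells with protein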
GPR151 ag – activates the human receptor GPR151; Q8TDV0; PathHunter beta-arrestin GPR151 cells, luminescence; activation, % at 11.2 µM; 650,000 compounds, 1% hits; in the data active = activation above about 4.9%;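 also: 0% = median of compound wells and 100% = cells with positive control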
Target sequence (Q8TDV0 whole entry, looked up): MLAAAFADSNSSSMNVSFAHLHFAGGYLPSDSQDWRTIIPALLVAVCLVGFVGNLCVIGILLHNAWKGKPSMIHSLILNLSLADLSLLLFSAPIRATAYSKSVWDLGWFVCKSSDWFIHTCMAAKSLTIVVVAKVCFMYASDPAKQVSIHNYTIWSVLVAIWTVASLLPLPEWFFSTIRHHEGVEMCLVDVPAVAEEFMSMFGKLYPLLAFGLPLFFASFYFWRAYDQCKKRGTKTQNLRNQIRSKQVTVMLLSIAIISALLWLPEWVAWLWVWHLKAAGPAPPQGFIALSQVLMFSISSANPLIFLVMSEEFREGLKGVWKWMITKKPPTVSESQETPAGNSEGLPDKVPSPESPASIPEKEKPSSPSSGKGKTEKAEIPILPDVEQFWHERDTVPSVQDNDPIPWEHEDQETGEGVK
TEAD-YAP block – TEAD-YAP interaction inhibition | 640,000 compounds, 1.4% hits | inhibition, % at 9.12 µM | HEK-TIYL cells, TEAD-Gal4/YAP UAS-luciferase luminescence | AID 1259422; in the data active = inhibition above about 32%;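 also: 0% = median of test compound wells and 100% = reference inhibitor wells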
FBW7 act – human FBW7 E3 ligase activation, primary screen. normalized activity (activation), % at 26.1 µM. AlphaScreen FBW7–phospho-cyclin E peptide binding, activator screen. AID 1259310. Q969H0. 650,000 compounds, 0.13% hits; in the data active = normalized activity above about 1.9%;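 also: purified mutant Fbw7 with reduced substrate affinity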
Target sequence (Q969H0 whole entry, looked up): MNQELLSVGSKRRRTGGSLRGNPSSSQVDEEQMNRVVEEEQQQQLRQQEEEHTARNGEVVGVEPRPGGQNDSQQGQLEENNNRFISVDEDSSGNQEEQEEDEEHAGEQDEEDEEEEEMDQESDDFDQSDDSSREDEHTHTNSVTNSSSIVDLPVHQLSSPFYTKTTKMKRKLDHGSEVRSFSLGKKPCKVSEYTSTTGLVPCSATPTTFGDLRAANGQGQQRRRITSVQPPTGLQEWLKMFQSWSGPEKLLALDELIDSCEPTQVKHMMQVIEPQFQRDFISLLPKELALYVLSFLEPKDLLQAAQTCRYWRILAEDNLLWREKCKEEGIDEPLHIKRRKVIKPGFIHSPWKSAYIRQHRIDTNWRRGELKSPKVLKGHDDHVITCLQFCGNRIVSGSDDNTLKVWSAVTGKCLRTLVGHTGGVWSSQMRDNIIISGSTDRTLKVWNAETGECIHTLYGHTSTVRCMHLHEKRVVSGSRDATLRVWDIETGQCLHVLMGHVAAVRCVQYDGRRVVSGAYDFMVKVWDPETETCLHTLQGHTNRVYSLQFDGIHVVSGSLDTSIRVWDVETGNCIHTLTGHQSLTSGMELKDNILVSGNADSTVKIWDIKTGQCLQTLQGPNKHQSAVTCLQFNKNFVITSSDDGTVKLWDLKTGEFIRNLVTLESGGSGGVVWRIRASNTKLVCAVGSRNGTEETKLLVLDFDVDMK
The depositor's hits bear a star.

Each structure is followed by: MITF inh	GPR151 ag	TEAD-YAP block	FBW7 act
CC(C)N1C[C@H](NCc2ccccc2Cl)C[C@H]1C(=O)NCCc1ccc2c(c1)OCO2
  3.7	1.3	-6.1	-0.1
COc1ccc(/C(O)=C2\C(=O)C(=O)NC2c2ccc(C(C)(C)C)cc2)cc1OC (stereo not given)
  4.0	2.2	-2.8	-0.2
c1ccc(-c2nc3nc(-c4ccccc4)c(-c4ccccc4)n3nc2-c2ccccc2)cc1
  18.3	-1.1	-16.4	0.2
CCC(C)(C(=O)NC1CCCC1)N(Cc1ccco1)C(=O)CNC(=O)c1ccccc1 (stereo not given)
  6.7	0.0	10.3	2.3*
CC1CCC(C(=O)NC(C(=O)NCCCN2CC(C)CC(C)C2)C(C)C)CC1 (stereo not given)
  15.6	0.3	6.7	0.1
CCOc1ccccc1-c1noc(-c2ccco2)n1
  7.4	-0.2	-15.4	0.7
CC1=C(C)CC(C(=O)NCCc2ccc(S(N)(=O)=O)cc2)C(C(=O)O)C1 (stereo not given)
  10.9	-0.6	8.2	-0.1
c1ccc2nc3c(nc2c1)[nH]c1ccccc13
  9.5	-4.3	-29.3	0.1
CCOc1ccccc1N(CC(=O)N1CCC(C)CC1)S(=O)(=O)c1ccccc1
  0.9	-1.5	-5.8	0.0
Cn1c(=O)c2c(nc(CN3CCN(CCO)CC3)n2Cc2ccccc2Cl)n(C)c1=O
  0.8	0.8	-6.7	0.1
O=C(O)c1ccc(-c2ccc(O)c(F)c2)cc1
  3.8	-2.0	-1.0	-0.1
CCN1CCN(c2c(C(=O)c3ccccc3)cnc3cc(OC)c(OC)cc23)CC1
  18.3	-1.2	-6.5	0.2
O=C(Cc1cn(-c2ccc(Oc3ccccc3)nn2)c2ccccc12)NC1CC1
  19.4	-1.9	0.7	0.2
CC1(C)NC(=O)N(CC(=O)OCn2nnc3ccccc3c2=O)C1=O
  13.6	0.8	3.8	0.4
COCCN1C(=O)CS/C1=C(/C#N)C(=O)NCc1ccco1
  12.3	-0.3	5.4	-0.1
Cc1ccc2c(c1)c(=O)c1ccccc1n2CC(=O)Nc1c(C)cc(Br)cc1C
  -2.8	0.2	-9.6	-0.2
Cc1c(C(=O)Nc2ccc3c(c2)OCO3)sc2nc(-c3ccccc3)cn12
  -11.2	0.3	-7.7	0.0
Cc1cc(C)n2nc(SCC(=O)NCC3COc4ccccc4O3)nc2n1 (stereo not given)
  2.7	-0.3	-5.0	0.0
COc1ccc2nc(NCCNC(=O)c3cc(OC)c(OC)c(OC)c3)c(C#N)cc2c1
  15.0	-0.7	-1.2	1.2
COC(=O)CSC1=C(C#N)C(=O)NC(c2ccc(O)cc2)S1 (stereo not given)
  12.1	-1.4	-22.6	0.0

Some entries already given, reduced to MITF inh.
structure	MITF inh
CC(C)N1C[C@H](NCc2ccccc2Cl)C[C@H]1C(=O)NCCc1ccc2c(c1)OCO2	3.7
COc1ccc(/C(O)=C2\C(=O)C(=O)NC2c2ccc(C(C)(C)C)cc2)cc1OC (stereo not given)	4.0
c1ccc(-c2nc3nc(-c4ccccc4)c(-c4ccccc4)n3nc2-c2ccccc2)cc1	18.3
CCC(C)(C(=O)NC1CCCC1)N(Cc1ccco1)C(=O)CNC(=O)c1ccccc1 (stereo not given)	6.7

Remaining list, next part:
Each structure is followed by: MITF inh	GPR151 ag	TEAD-YAP block	FBW7 act
O=C(Nc1nnc(CCS(=O)(=O)c2ccc(Cl)cc2)s1)c1cccs1
  8.7	-1.0	3.4	0.6
CCOC(=O)C(Cc1ccc(Cl)cc1Cl)C(=O)/C=C/N(C)C (stereo not given)
  10.1	0.8	0.1	0.1
Cc1cccc(-c2nc3ccccc3c(=O)n2NCc2ccccc2F)c1
  -13.2	-0.9	3.3	0.1
COC(=O)C1C(=O)NC(SCC(=O)Nc2ccc(C(C)=O)cc2)=C(C#N)C1c1ccc(C(C)C)cc1 (stereo not given)
  4.4	0.4	12.2	-0.1
COc1ccc(C2CC(C(F)(F)F)n3nc(C(=O)Nc4cc(Cl)ccc4Cl)cc3N2)cc1OC (stereo not given)
  24.9	3.2	2.5	-0.1
c1cc(NCc2ccc3c(c2)OCO3)n2ncc(-c3ccoc3)c2n1
  -8.0	-1.3	-4.5	0.1
CCCCn1nnnc1NCc1ccc(N(CC)CC)cc1
  -20.0	2.1	-1.5	0.1
Cc1ccc(Cl)cc1N1C(=O)C2C(c3ccccc3)OC3(C(=O)c4ccccc4C3=O)C2C1=O (stereo not given)
  6.4	-0.7	6.3	0.3
Cc1cc(C)cc(NC(=O)N[C@H]2C[C@H]3C(=O)N4CCC[C@H]4C(=O)N3C2)c1
  7.6	-1.7	7.0	0.2
N#Cc1cccc(N=c2oc3c(Cl)cc(Cl)cc3cc2C(N)=O)c1
  10.7	-0.5	17.5	0.0
COc1ccccc1C(=O)NCc1nnc(SCC(=O)N2N=C(c3cccs3)CC2c2ccc(C)cc2)n1C (stereo not given)
  -3.6	1.6	-1.7	0.2
O=C(CCCCCn1c(=S)[nH]c2ccc(Br)cc2c1=O)NCCc1ccccc1
  3.8	-0.7	-17.4	0.4
CCCc1ccc(C(=O)Nc2nnc(C)s2)cc1
  11.7	0.2	-32.5	0.0
CC(C)=C1C2CCC1C(C(=O)Nc1ccc(C)c(Cl)c1)C2C(=O)O (stereo not given)
  3.2	-0.2	-12.2	-0.1
CC(C)(C)C(=O)Nc1ncccc1C(O)c1ccccc1 (stereo not given)
  15.7	0.5	-9.1	0.0
CCOc1ccc(C(=O)Nc2ccc(S(=O)(=O)N3CCCCC3)cc2)cc1OCC
  -2.6	-0.2	4.2	-0.2
COc1ccc(CC(=O)Nc2c3c(nn2-c2cccc(C)c2C)CSC3)cc1
  0.2	1.3	-10.9	0.0
Brc1ccc(C2=Nn3c(nnc3-c3ccccc3)SC2)cc1
  9.7	0.3	-5.9	-0.1
COc1ccccc1CNC(=O)c1nc2nccc(C)n2n1
  17.8	0.5	-10.6	0.2
CCOc1ccc(-n2cc(C(=O)NCc3ccccc3OC)c3cc(OC)c(OC)cc3c2=O)cc1
  2.8	-1.5	3.0	0.0

Structures from the list above that contain a tert-butyl group, in the order listed:
Each structure is followed by: MITF inh	GPR151 ag	TEAD-YAP block	FBW7 act
COc1ccc(/C(O)=C2\C(=O)C(=O)NC2c2ccc(C(C)(C)C)cc2)cc1OC (stereo not given)
  4.0	2.2	-2.8	-0.2
CC(C)(C)C(=O)Nc1ncccc1C(O)c1ccccc1 (stereo not given)
  15.7	0.5	-9.1	0.0

The results go on.
Each structure is followed by: MITF inh	GPR151 ag	TEAD-YAP block	FBW7 act
Cc1cc(N2C(=O)CSC2c2cc3c(cc2[N+](=O)[O-])OCO3)ccc1Br (stereo not given)
  12.5	-0.3	7.8	0.5
CC1Oc2ccc([N+](=O)[O-])cc2N(Cc2ccccc2Cl)C1=O (stereo not given)
  -13.5	-0.2	-0.5	0.1
CC(=O)N1CCc2c(sc(NC(=O)c3ccccc3)c2C#N)C1
  7.8	-2.4	16.1	0.6
Cc1nc(SCC(=O)NC(C)c2ccccc2)c2c(C)c(C)sc2n1 (stereo not given)
  -1.2	-0.9	5.2	0.0
CC(=O)NNc1ccc(Br)cc1
  2.1	0.5	1.3	0.3
CC(=O)CC1C(CC(=O)O)C1(C)C (stereo not given)
  1.9	0.9	1.2	0.0
CC1CCc2c(sc(NC(=O)CN(C(=O)c3ccco3)C3CCCCC3)c2C(N)=O)C1 (stereo not given)
  -20.2	0.0	-23.4	0.2
C=CCn1c(=N)n(CC(=O)c2ccc(Cl)cc2)c2ccccc21
  7.0	1.1	-6.3	-0.1
CCN(CC)C(=O)C1CCCN(c2nc(NCCCN3CCCC3=O)c3ncn(C4CCCCC4)c3n2)C1 (stereo not given)
  -7.6	0.5	27.7	0.1
CCCCn1c(=N)n(CC(=O)O)c2ccccc21
  -8.1	-0.3	-0.4	-0.1
O=C(Nc1cc(Cl)ccc1C(=O)O)c1ccc(Br)cc1
  5.3	0.4	-1.1	-0.1
COc1ccc(N/N=C/c2cc([N+](=O)[O-])ccc2O)cc1
  -0.3	0.0	-12.4	0.0
CCOc1nc(NC(=O)NC(=O)c2ccc(F)cc2)nc(-c2ccccc2)n1
  11.8	0.8	-3.0	0.3
Cc1ccc(C(=O)OCC(=O)NC(C)C2CC3CCC2C3)cc1N (stereo not given)
  7.7	-0.7	-0.7	0.1
NC(=O)C1CCN(C(=O)C2C3C=CC(O3)C2C(=O)O)CC1 (stereo not given)
  2.3	-0.5	1.1	0.2
COc1ccc(C2(CNC(=O)CC#N)CCCC2)cc1OC
  6.2	0.0	4.7	-0.1
O=C(NCc1ccccn1)C(=O)Nc1ccccc1F
  3.4	-1.2	-32.5	0.0
COC(F)(C(=O)Nc1sc2c(c1C#N)CCN(Cc1ccccc1)C2)C(F)(F)F (stereo not given)
  17.6	0.7	10.3	0.1
COc1ccc(N(C(=O)COc2ccc(Cl)cc2)S(=O)(=O)c2ccc(C)cc2)cc1
  -6.7	-0.8	-3.0	-0.1
COc1ccc(NC(=O)c2c(NCc3ccc(C)o3)sc3c2CCC3)cc1
  1.6	1.8	4.4	-0.1

A second format for 2 compounds above:
> CCCCn1c(=N)n(CC(=O)O)c2ccccc21
  MITF inh = -8.1	GPR151 ag = -0.3	TEAD-YAP block = -0.4	FBW7 act = -0.1

> Cn1c(=O)c2c(nc(CN3CCN(CCO)CC3)n2Cc2ccccc2Cl)n(C)c1=O
  MITF inh = 0.8	GPR151 ag = 0.8	TEAD-YAP block = -6.7	FBW7 act = 0.1

(continued)
Each structure is followed by: MITF inh	GPR151 ag	TEAD-YAP block	FBW7 act
Cc1ccnc(NC(=O)c2ccc(C(=O)Nc3cc(C)ccn3)cc2)c1
  -4.9	-3.0	-6.3	-0.2
COC(=O)c1cnc(N/N=C(\C)c2ccc3cc(OC)ccc3c2)nc1C(F)(F)F
  2.8	-0.8	-7.1	0.1
O=C1[C@@H]2C[C@H](NCc3cccc4ncccc34)CN2C(=O)[C@H]2CCCN12
  -6.2	0.5	-12.8	0.0
N#C/C(=C\c1ccc([N+](=O)[O-])o1)c1nc(-c2ccc(Cl)cc2)cs1
  7.2	2.3	4.6	0.0
Cc1ccc(C(=O)NNC(=O)CSc2nc(C3CC3)nc3sc(C)c(C)c23)cc1
  14.2	-0.9	8.8	0.0
CCN(Cc1ccccc1)C(=O)/C=C/c1ccc(OC)cc1
  14.9	-1.0	-50.2	0.5
COc1ccc(NC(=O)CCCCCn2c(SCC(=O)Nc3nccs3)nc3ccsc3c2=O)cc1
  -2.5	0.5	-3.3	-0.1
CCOc1ncccc1C(=O)OCc1ccccc1
  -2.2	-1.8	-3.8	0.6
CCOc1ccccc1N/C(C)=C/C(=O)c1ccc(OC)cc1
  4.4	0.9	-6.0	0.0
NCCCC[C@@H]1NC(=O)[C@@H]2C[C@H](NCc3ccccc3)CN2C1=O
  17.7	-0.6	4.2	0.6
COc1ccccc1OCC(=O)c1ccc(Br)cc1
  -6.5	-1.0	-2.8	0.5
CCOC(=O)N1CCN(C(=O)c2ccc(OCc3nc(C)cs3)cc2)CC1
  13.0	-2.7	17.8	0.7
COc1ccc(C=O)cc1OC(=O)c1ccccc1
  -4.3	0.9	5.2	0.2
COc1ccc(CCNc2ncnc3sccc23)cc1
  -11.0	1.9	48.8*	-0.1
CN(CC(=O)NC1CC1)S(=O)(=O)c1ccc(Br)cc1
  -3.2	2.0	6.5	-0.1
COc1cc(C(=O)N/N=C/c2cc(Br)cc(Cl)c2O)cc(OC)c1OC
  26.8	0.5	58.2*	-1.0
COc1ccc(-n2cc(-c3ccccc3)c3c(Nc4ccccc4)ncnc32)cc1
  0.8	1.3	-3.7	-0.1
O=C1c2ccc([N+](=O)[O-])cc2C(=O)N1CNc1ccccc1I
  -3.3	1.8	6.2	0.0
N#C/C(=C\c1cccc(Cl)c1)c1nc(-c2ccc(Cl)cc2)cs1
  -0.5	0.5	7.8	0.0
O=C(Nc1cc([N+](=O)[O-])ccc1O)c1ccccc1
  0.6	-10.3	-32.6	-0.1
CCCOc1cc(C)c(S(=O)(=O)N2CCCC2)cc1C
  -3.6	-0.2	-5.2	0.0
CC(C)CCNc1nc(C(=O)O)cs1
  6.8	-0.6	-5.0	-0.3
COc1cc(OC)cc(C(=O)NC(=S)Nc2ccc(OC)cc2OC)c1
  8.2	0.9	3.8	-0.1
CCc1ccc(-c2csc(NC(=S)NC(=O)c3ccc(S(=O)(=O)N4CCCC4)cc3)n2)cc1
  -5.8	-0.1	-49.2	-0.2
NC(=S)NNC(=O)COc1ccccc1O
  5.3	0.7	-3.1	-0.2
CCC(C)(C)n1nnnc1C(c1ccccc1)N1CCN(Cc2ccc3c(c2)OCO3)CC1 (stereo not given)
  7.7	0.0	-0.6	-0.2
CCOC(=O)c1sc(=NC(=O)c2ccc(S(=O)(=O)N3CC(C)CC(C)C3)cc2)n(C)c1C (stereo not given)
  6.3	2.0	12.0	0.2
Cc1cccc(OCC(=O)Nc2ccccc2I)c1C
  -0.9	-1.5	-14.4	0.7
COc1ccc2c(c1OC)C(=O)N1c3cccc(Cl)c3C(=O)OC21 (stereo not given)
  2.2	-0.7	-3.5	0.0
COC(=O)CSc1nnc(-c2ccco2)n1-c1ccc(F)cc1
  1.2	0.8	12.2	-0.2
COc1cccc(C2=N/C(=C\c3c(F)cccc3Cl)C(=O)O2)c1
  -10.1	0.2	-1.6	-0.1
Cc1ccc(N=Cc2cc(Br)ccc2O)cc1S(=O)(=O)N1CCOCC1
  3.2	1.9	-2.5	-0.1
Cc1cc2cc(NS(=O)(=O)c3cccc(C(F)(F)F)c3)ccc2[nH]1
  16.0	-1.0	-0.4	-0.1
O=C(Cc1ccccc1)NN1C(=O)/C(=C/c2cccc([N+](=O)[O-])c2)SC1=S
  17.2	-1.2	3.4	-0.1
